# Source: PubChem BioAssay (several laboratories)
# bIAP activator = increases bovine intestinal alkaline phosphatase activity | activation factor at 20 µM | 200,000 compounds, 0.17% hits | purified bovine IAP, CDP-star luminescence, 30 min; stronger effect = higher value; fold of DMSO-control signal, blank-subtracted;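 active means activation factor of 2 or more at 20 µM, a signal rise over negative controls twice the positive control's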
# STAT3 activator = STAT3 signaling activation. U3A cells, IL-6 STAT3-luciferase reporter, luminescence; 100% = signal with IL-6 EC80 alone. activation (% of control), % at 5.6 µM. 190,000 compounds, 0.91% hits. AID 871;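 active means activation above the screen-wide mean of compound activation plus 3 SD, cut at about 130% in these data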;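 further: 0% = background luminescence of wells with medium and substrate only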
#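 system = STAT3-luciferase reporter U3A cells | reagent = IL-6 stimulus at 33 ng/mL final | timing = 1 h compound pre-exposure, 6 h IL-6 stimulation, 37 °C | measured by = luminescence | evaluation = % activation versus median of IL-6-stimulated wells | control set = IL-6-only wells as 100% reference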
# PPARg SRC2 recr = PPARgamma-driven SRC-2 recruitment agonism; activation, % at 8 µM; 200,000 compounds, 0.34% hits; P37231; PPARgamma LBD-SRC-2 recruitment, biochemical; in the data active means activation above about 22%;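 further: 0% = vehicle and 100% = reference agonist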
# STAT1 inh = inhibitors of IFN-gamma induced STAT1 signaling. NIH 3T3 STAT1-luciferase reporter, luminescence. inhibition, % at 5.5 µM. 200,000 compounds, 0.35% hits. AID 920;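 active means inhibition above a set limit, the mean inhibition across all tested compounds plus 3 SD, cut at about 34% in these data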;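 further: 0% = IFN-gamma with DMSO and 100% = IFN-gamma with 300 µM nifuroxazide; values of inactives mirror those of a sister screen read the other way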
# PPARg SRC1 recr = promotes SRC-1 coactivator recruitment by human PPARgamma; AID 631; PPARgamma-SRC-1 coactivator recruitment biochemical assay; activation, % at 8 µM; P37231; 200,000 compounds, 0.41% hits; in the data active means activation above about 19%;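 further: 0% = DMSO and 100% = reference agonist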
# STAT3 blocker = STAT3 signaling inhibition; U3A cells, IL-6 STAT3-luciferase reporter, luminescence; host cell line lacks STAT1; inhibition, % at 5.5 µM; 190,000 compounds, 0.89% hits; AID 862;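 active means inhibition above the mean inhibition across all screened compounds plus 3 SD, cut at about 44% in these data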;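 further: 0% = DMSO only wells and 100% = 100 µM nifuroxazide control wells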
# TNAP act hiacc = increases human TNAP activity under high phosphate acceptor concentration; P05186; purified TNAP, CDP-star luminescence, 1 M DEA, 30 min; stronger effect = higher value; 0 = EDTA background, 1 = DMSO-only activity; activation factor at 20 µM; 200,000 tested, under 10 active; AID 1136;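 active means activation factor at least 2 at 20 µM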
# Target sequence (P05186 whole entry, looked up): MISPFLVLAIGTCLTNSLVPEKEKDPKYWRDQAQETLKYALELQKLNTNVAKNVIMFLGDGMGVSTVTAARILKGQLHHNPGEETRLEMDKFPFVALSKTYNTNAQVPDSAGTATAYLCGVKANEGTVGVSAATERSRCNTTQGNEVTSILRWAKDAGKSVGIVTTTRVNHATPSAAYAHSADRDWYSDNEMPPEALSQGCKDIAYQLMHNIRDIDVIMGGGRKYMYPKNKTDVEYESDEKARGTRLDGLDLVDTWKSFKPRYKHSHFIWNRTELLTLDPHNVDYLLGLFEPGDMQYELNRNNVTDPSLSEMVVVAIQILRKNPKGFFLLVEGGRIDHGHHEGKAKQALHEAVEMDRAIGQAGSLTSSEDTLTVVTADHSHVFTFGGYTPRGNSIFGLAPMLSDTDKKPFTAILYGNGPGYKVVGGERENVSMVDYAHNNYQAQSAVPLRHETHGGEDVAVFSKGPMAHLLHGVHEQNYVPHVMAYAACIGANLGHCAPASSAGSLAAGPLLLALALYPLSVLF
#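 Control set: EDTA negative control, DMSO positive control / Assay system: human TNAP / Quantity: TNAP 1/800 final / Evaluation: TNAP activation factor scaled between EDTA and DMSO control wells / Measured by: luminescent substrate turnover signal / Compound dosing: one dose, 20 µM / Times: 30 min enzyme reaction at room temperature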
# PPARg SRC3 recr = PPARgamma-driven SRC-3 recruitment agonism | biochemical PPARgamma/SRC-3 coactivator recruitment assay | activation, % at 8 µM | 200,000 compounds, 0.26% hits | AID 731; in the data active means activation above about 23%;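 further: 0% = DMSO and 100% = reference agonist; some compounds past the cut are filed as inactive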
# SRC2 TRFRET art = TR-FRET artefact, counter-screen to PPARgamma/SRC-2 agonist assay | 200,000 compounds, 0.4% hits | AID 1049 | stronger effect = higher value | TR-FRET ratio at 8 µM; in the data active means TR-FRET ratio above about 2000; further: inactives centre near 1500
# ROMK mod = modulators of human ROMK potassium channel; P48048; Tet-inducible ROMK, thallium flux fluorescence; actives lie on both sides; B-score at 10 µM; 130,000 compounds, 2% hits;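 active means signal ratio slope over the read window, or its plate-corrected B-score, at least 3 SD from the plate mean, either direction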;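 further: B-score of the F/F0 ratio slope over 7 to 12 s after thallium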
# Target sequence (P48048 whole entry, looked up): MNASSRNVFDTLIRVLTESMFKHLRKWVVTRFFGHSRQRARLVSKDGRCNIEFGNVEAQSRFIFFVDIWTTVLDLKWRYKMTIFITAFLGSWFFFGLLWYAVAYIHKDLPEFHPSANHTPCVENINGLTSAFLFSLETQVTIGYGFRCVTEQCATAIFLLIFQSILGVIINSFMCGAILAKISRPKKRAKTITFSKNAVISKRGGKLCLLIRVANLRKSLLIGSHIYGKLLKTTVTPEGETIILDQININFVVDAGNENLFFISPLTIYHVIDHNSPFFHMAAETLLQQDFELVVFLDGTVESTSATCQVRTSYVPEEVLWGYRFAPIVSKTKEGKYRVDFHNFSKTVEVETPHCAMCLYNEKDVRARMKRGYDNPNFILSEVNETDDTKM
# bIAP inh = blocks bovine intestinal alkaline phosphatase activity; inhibition, % at 20 µM; purified bovine IAP, CDP-star luminescence, 30 min; 190,000 tested, under 10 active;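 active means over 50% inhibition of intestinal alkaline phosphatase at 20 µM in the single-dose screen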
#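 System: purified bovine intestinal alkaline phosphatase (IAP) enzyme; Input: IAP diluted 1/65,000,000 in the well; Measured by: CDP-star luminescence signal; Compound dosing: 20 µM single dose; Incubation: 30 min reaction at room temperature.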
# Numbers without * were called inactive; . = not tested or not shown. An unsorted share of the library, and some 3.7% of all compounds hit somewhere here.
SMILES,bIAP activator,STAT3 activator,PPARg SRC2 recr,STAT1 inh,PPARg SRC1 recr,STAT3 blocker,TNAP act hiacc,PPARg SRC3 recr,SRC2 TRFRET art,ROMK mod,bIAP inh
Brc1c(-c2ccc3c(c2)OCO3)nc2ncccn12,0.9,92.2,9.1,-29.9,5.5,13.2,1.1,-1.0,1592,-0.528,11.5
CCOC(=O)N1CCC(c2[nH][nH]c(=O)c2C)CC1,1,100.2,0.6,4.1,-2.6,5.1,1.1,-3.9,1542,.,2.2
O=C(NNS(=O)(=O)c1ccc(Br)cc1)c1cccs1,0.9,106.1,5.0,2.4,-0.8,-4.8,1.1,0.2,1604,-1.03,7.5
c1ccc(COc2ccc(-c3csnn3)cc2)cc1,1,115.0,-2.2,-39.7,1.2,-7.0,1,1.3,1553,.,-1.9
O=C(NCC(c1ccco1)N1CCCC1)c1ccc(Cl)cc1 (centres undefined),1,98.6,-7.2,-6.1,-4.0,7.5,1.1,-20.4,1680,-0.37,-2.7
COc1ccc(-c2cc(N)n(S(=O)(=O)Cc3ccccc3)n2)c(OC)c1,1,97.3,3.4,-7.2,6.0,3.5,1,1.1,1661,.,1.3
COc1ccc(OC)c(S(=O)(=O)N2CCCCC2C(=O)O)c1 (centres undefined),1,101.4,3.4,1.8,0.6,4.0,1,-0.9,1496,-0.255,0.1
Cc1onc(-c2ccccc2)c1C(=O)NC(C)C,1,102.2,-4.3,-4.7,-6.9,6.4,1.1,8.8,1465,.,4.3
CCCCc1ccc(CC(=O)O)cc1,1,105.3,0.3,2.9,-0.2,4.0,1,-14.2,1470,.,-0.1
COc1ccc(-c2nnc(N3CCCCC3)c3ccccc23)cc1,1,92.3,4.2,11.2,4.5,14.3,1,7.3,1443,-0.721,0.4
CC(=O)c1c(N2CCN(c3ccc(F)cc3)CC2)nc(=S)n(Cc2ccccc2)c1C,0.9,101.3,2.5,-2.3,5.5,3.1,1.1,4.3,1479,-0.682,10.9
CSC1=NCCN1C(=O)C(C)(C)Oc1ccc(Cl)cc1,.,104.5,0.7,12.9,-2.0,-0.6,.,-9.7,1582,.,.
CC(=O)C1=NN(c2ccccc2)C(c2ccc3c(c2)OCO3)N1c1ccc(N2CCOCC2)cc1 (centres undefined),0.9,107.8,5.9,-3.9,3.1,-12.3,1,0.5,1675,0.225,14.7
CCOc1ccc(S(=O)(=O)Nc2ccc(F)cc2)c(C)c1C,0.7,88.6,0.7,12.8,-2.2,13.7,1.1,6.9,1632,-0.884,29.5
CC(C(=O)Nc1ccccc1-c1ccccc1)N1CCN(S(=O)(=O)c2ccccc2)CC1 (centres undefined),0.8,85.1,-1.9,1.2,1.1,16.7,1,0.2,1661,.,17.8
CCC(C)C(=O)Nc1cc(C(=O)OC)ccc1C(=O)OC (centres undefined),0.9,98.0,7.0,1.7,7.5,9.1,1,1.0,1698,0.272,11.0
CCc1nc2ccc(F)cc2c(C(=O)NC2CCCCC2C)c1C (centres undefined),1,104.0,8.9,10.9,0.0,0.4,1,2.1,1690,.,0.3
Cc1ccc(N2C(=O)CC(NNc3nc4ccccc4s3)C2=O)cc1 (centres undefined),0.8,95.6,7.8,2.6,8.7,6.6,1,0.5,1577,-0.0793,16.9
CCC(C)NC(=O)c1ccccc1C(=O)NC(C)CC (centres undefined),1,108.7,-3.3,-6.4,0.7,-6.3,1,-4.3,1506,.,2.3
CN(C)/C=C/C(=O)c1ccc(N2CCN(c3ncc(C(F)(F)F)cc3Cl)CC2)cc1,1,89.5,13.0,7.1,1.6,16.7,1,9.4,1718,-0.26,2.9
CCC(C)NS(=O)(=O)c1ccc(NS(=O)(=O)c2ccccc2[N+](=O)[O-])cc1 (centres undefined),1,107.2,-6.1,-6.0,-5.1,-1.9,1.1,-7.5,1497,1.4,3.2
O=C1C2C3C=CC(C3=C3CCCCC3)C2C(=O)N1c1ccccc1 (centres undefined),0.9,92.5,1.1,-1.8,3.3,11.1,1,-10.1,1525,.,12.3
CCn1cc(Cl)c(C(=O)N2N=C3/C(=C/c4cccs4)CCCC3C2c2cccs2)n1 (centres undefined),1,127.0,5.0,16.0,-0.7,-28.9,1,-4.1,1613,.,1.2
Cc1sc(NC(=O)c2ccco2)c(CN2CCN(c3ccccc3)CC2)c1C,1,99.0,0.9,5.1,-1.7,8.6,1,2.7,1518,-1.45,4.4
CCOc1ccc(NC(=O)c2cc(C)nc3ccccc23)cc1,1.1,89.5,5.7,6.9,6.7,17.1,1,-0.9,1656,-0.065,-12.0
# Continued.
SMILES,bIAP activator,STAT3 activator,PPARg SRC2 recr,STAT1 inh,PPARg SRC1 recr,STAT3 blocker,TNAP act hiacc,PPARg SRC3 recr,SRC2 TRFRET art,ROMK mod,bIAP inh
Nc1nc(CSc2nc3ccccc3[nH]2)cs1,1.6,101.5,1.4,-13.1,4.4,3.3,1,-11.0,1653,0.463,-62.7
Cc1ccc(NC(=O)c2nnn(CC(=O)Nc3ccccc3)c2N)cc1C,1,113.0,2.7,-13.2,1.9,-9.5,1,-3.7,1650,.,-0.5
CCOC(=O)c1c(C)nc2ncccn12,1.1,105.6,8.8,1.8,1.8,-6.8,1,2.6,1552,.,-9.0
O=C(c1ccccc1)c1nn(-c2ccccc2)c(=O)cc1C(F)(F)F,1,93.2,3.7,2.2,0.8,17.9,1,-0.4,1624,.,1.6
COn1cnnc1-c1ccccc1,1,96.8,-0.1,-2.5,2.5,11.0,1,3.0,1389,0.0522,4.7
O=C(CSc1ncnc2sccc12)Nc1ccccc1F,0.9,78.3,7.6,-2.8,-3.9,28.6,1,0.9,1644,-0.0538,12.5
CCN(CC)C(=O)c1sc(NC(=O)c2cccc([N+](=O)[O-])c2)c(C#N)c1C,0.9,101.9,1.5,6.5,7.6,-3.9,1,4.8,1530,-0.359,14.9
Cc1ccc(N(Cc2cc(=O)[nH]c3ccccc23)C(=O)c2ccco2)cc1,0.9,124.3,0.0,-0.7,1.5,-26.3,1,-11.9,1543,-0.281,10.4
CC(C)c1nnc(NC(=O)CSc2nc3ccccc3s2)s1,0.9,108.3,0.3,-5.5,2.9,-3.2,1.1,5.7,1618,0.93,8.8
O=C(NCc1cccs1)Nc1cc(Cl)ccc1Cl,1.1,86.3,0.5,-3.3,-5.9,19.8,1,1.6,1629,-0.101,-10.7
COc1ccc(-n2cnc3scc(-c4ccccc4)c3c2=O)cc1,1.2,101.5,3.6,2.5,8.7,-1.2,1,4.4,1890,-0.104,-21.7
COc1ccc(NC(=O)C2CCCN2C(=O)NC2CCCCC2)cc1OC (centres undefined),1,103.4,0.3,-1.4,1.1,-1.3,1,-5.3,1358,.,2.9
Cn1c(COc2ccc(Cl)cc2)nc2ccccc2c1=O,0.9,112.1,7.6,-6.2,7.3,-10.8,1.1,-0.5,1586,-1.3,13.3
CCOc1ccc(N2C(=O)CC(N(Cc3ccco3)C(=O)CCC(=O)O)C2=O)cc1 (centres undefined),0.9,105.0,-14.6,5.1,-4.4,0.1,1,-1.6,1426,0.314,11.4
COC(=O)C1=C(C)OC(N)=C(C#N)C1C1CCCCC1 (centres undefined),1,109.2,1.8,8.3,4.0,-7.5,1,-3.5,1487,-0.618,-2.7
CCc1c(C)[nH]n(-c2nc(-c3cccc([N+](=O)[O-])c3)cs2)c1=O,1.4,101.4,4.5,-8.9,5.4,-3.3,1,-0.4,1575,0.052,-38.2
O=[N+]([O-])c1ccc(-c2cn(-c3ccccc3)c(=S)[nH]2)cc1,0.9,105.9,-9.4,-34.0,0.3,-7.4,0.8,-2.1,1590,.,12.4
COc1ccccc1Nc1ccncc1[N+](=O)[O-],0.9,94.7,-0.6,1.6,-7.9,8.6,1,-1.0,1448,-0.0653,7.1
CNC(=O)c1ccc(CNC(=O)OCc2ccccc2)cc1,1,107.1,-1.2,-5.3,-4.0,3.0,1.1,-1.1,1538,-0.0968,3.1
O=C(N/N=C/c1ccc2c(c1)OCO2)C(=O)N1CCCC1,0.9,113.4,-5.7,-34.1,13.7,-15.0,1,-1.3,1534,0.651,5.6
O=C(N/N=C/C=C/c1ccco1)c1cccnc1,1,102.6,14.9,-1.4,5.3,-1.6,1,11.4,1671,.,0.3
O=C(Cc1ccccc1)Nc1ccccc1C(=O)Nc1ccccc1,0.8,95.2,3.9,10.4,2.2,5.7,1,0.2,1560,-0.363,22.4
O=C(Nc1ccccc1)OC1CC2CC1C1CCCC21 (centres undefined),0.9,108.9,-2.4,-70.9,8.7,-5.7,1,-0.2,1570,-0.153,5.0
Cc1ccccc1OCCCC(=O)Nc1nncs1,1.2,112.5,7.0,-15.5,4.0,-14.7,1.1,0.2,1599,0.206,-16.0
COc1ccc(C2CC(C(F)(F)F)n3nc(C(=O)Nc4ccc5c(c4)OCO5)cc3N2)cc1 (centres undefined),0.9,97.6,11.2,0.8,7.6,6.7,1,2.3,1406,.,12.3
# (listing goes on)
SMILES,bIAP activator,STAT3 activator,PPARg SRC2 recr,STAT1 inh,PPARg SRC1 recr,STAT3 blocker,TNAP act hiacc,PPARg SRC3 recr,SRC2 TRFRET art,ROMK mod,bIAP inh
CC(=O)c1ccccc1NC(=O)COC(=O)/C=C/c1ccc(C)o1,0.9,102.6,4.2,5.7,6.8,2.9,0.9,1.2,1580,-0.414,9.4
O=C(NNC(=O)c1ccncc1)c1ccncc1,1,105.0,4.0,-4.1,0.8,1.3,1.1,-5.6,1552,0.439,2.5
Cc1ccc(OCCNC(=O)c2ccco2)cc1C,0.9,100.6,-5.8,-19.6,-4.5,2.0,1.1,4.3,1566,-0.139,7.0
Cc1ccc(NC(=O)CC(C(=O)O)c2ccccc2)cc1 (centres undefined),0.8,105.1,1.2,8.6,0.5,-8.9,1,-0.8,1416,-0.235,19.5
CCCCNC(=O)c1ccc(CS(=O)(=O)c2cccc(C(F)(F)F)c2)o1,1,108.5,3.8,3.7,1.6,0.4,1,-3.0,1570,.,1.8
CCS(=O)(=O)N1Cc2ccccc2CC1C(=O)OCC(=O)Nc1ccc(SC(F)F)cc1 (centres undefined),0.9,103.0,-5.4,-1.9,3.4,-6.8,1,-4.4,1432,-0.46,10.9

# 3 entries already listed, sorted by molar mass, low to high.
SMILES,bIAP activator,STAT3 activator,PPARg SRC2 recr,STAT1 inh,PPARg SRC1 recr,STAT3 blocker,TNAP act hiacc,PPARg SRC3 recr,SRC2 TRFRET art,ROMK mod,bIAP inh
O=C(NNC(=O)c1ccncc1)c1ccncc1,1,105.0,4.0,-4.1,0.8,1.3,1.1,-5.6,1552,0.439,2.5
Cc1ccc(NC(=O)CC(C(=O)O)c2ccccc2)cc1 (centres undefined),0.8,105.1,1.2,8.6,0.5,-8.9,1,-0.8,1416,-0.235,19.5
CCS(=O)(=O)N1Cc2ccccc2CC1C(=O)OCC(=O)Nc1ccc(SC(F)F)cc1 (centres undefined),0.9,103.0,-5.4,-1.9,3.4,-6.8,1,-4.4,1432,-0.46,10.9
